Source: PubChem (National Center for Advancing Translational Sciences (NCATS))
IL-1B inflam inh: qHTS for Inhibitors of Inflammasome Signaling: IL-1-beta AlphaLISA Primary Screen; THP-1 LPS/ATP IL-1B secretion, AlphaLISA, 16 h; active compounds read low; activity change, % at 57.5 µM; 360,000 tested, 4.7% active; in the data active = activity change below about -50%; inconclusive = mostly about -30% to -49%; also: % is scaled to controls: 0 for no effect and ±100 for the full control effect
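Secreted IL-1B measured by AlphaLISA bead assay after 16 h compound exposure of THP-1 cells; compounds (final up to 57.5 uM) added 1 h before LPS (250 ng/mL) and ATP (1.25 mM) stimulation; lower signal means less secretion.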
HT1080 IDH1KD tx: qHTS for induction of synthetic lethality in tumor cells producing 2HG: qHTS for the HT-1080-IDH1KD cell line; HT-1080 IDH1 knockdown viability, ATP luminescence, 48 h; 360,000 tested, 2% active; AID 686971, 2013; Potency, µM (highest dose often 46.1 µM), for the others: at the highest dose activity, negative = toxicity, hits mostly cytotoxic;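 also: potency is read from the fitted curve at half-maximal effect; 0% = DMSO wells and -100% = cell-free medium wells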
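In this qHTS, HT-1080 cells depleted of IDH1 are exposed for 48 h at 37 °C to compound titrations. Toxicity is scored from CellTiter-Glo luminescence, with DMSO as full viability and medium alone as none.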
SW480 rereplic: A quantitative high throughput screen for small molecules that induce DNA re-replication in SW480 colon adenocarcinoma cells. AID 624297, 2012. 340,000 tested, 1.8% active. Potency, µM (top dose mostly 46.1 µM), without a hit: at the top dose re-replication activation, most hits filed as activators. SW480 DNA re-replication, Hoechst DNA content imaging, 48 h; also: potency is read from the fitted curve at half-maximal effect; % of control where 0% means no effect; nearly all actives have a fitted effect of over 55% in size
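Cells (250 per well) received 23 nL compound or DMSO by pin tool and were kept 48 hr at 37 C, 5% CO2. Nuclei were then stained with Hoechst for 40 min and scanned for DNA content.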
KB-3-1 cytotox: qHTS assay for MDR1-selective chemotherapeutics: Primary screen using the parental adenocarcinoma cell KB-3-1; KB-3-1 viability, CellTiter-Glo ATP luminescence, 72 h; AID 1347075, 2019; Potency, µM (titrated, usually from 46.1 µM), inactives show at the top dose activity change, negative = cytotoxic, most hits filed as cytotoxic; 400,000 tested, 1.4% active; also: potency is read from the fitted curve at half-maximal effect; % is scaled to controls: 0 for no effect and ±100 for the full control effect; nearly all actives have a fitted effect of over 60% in size
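Cells are dispensed, compounds pinned in, plates held at 37 °C for 72 h, then CellTiter-Glo is added and luminescence read after 10 minutes. Cell line: parental KB-3-1 in phenol-red-free DMEM, 10% FBS.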
HT1080NT lethal: qHTS for induction of synthetic lethality in tumor cells producing 2HG: qHTS for the HT-1080-NT fibrosarcoma cell line; HT-1080-NT fibrosarcoma viability, CellTiter-Glo ATP luminescence, 48 h; Potency, µM (highest dose often 46.1 µM), without a hit: top-dose activity, negative = less viability, actives largely listed as cytotoxic; 360,000 tested, 1.6% active; AID 686970, 2013;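 also: NT is the 2HG producing partner of a matched IDH1 knockdown line; potency is read from the fitted curve at half-maximal effect; 0% = DMSO-treated cells and -100% = media-only wells without cells; nearly all actives have a fitted effect of over 55% in size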
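Viability by CellTiter-Glo luminescence after 48 h compound exposure at 37C of HT-1080-NT cells (750/well, RPMI, 5% FBS). % activity scaled between DMSO wells and medium-only wells, then curve-fitted and categorized by curve class.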
KB-V1 MDR tox: qHTS assay for MDR1-selective chemotherapeutics: Primary screen using the drug-selected MDR subline cells KB-V1 | KB-V1 MDR cells viability, CellTiter-Glo, 72 h | Potency, µM (series often up to 46.1 µM), inactives show top-dose activity change, negative = cytotoxicity, most hits filed as cytotoxic | 400,000 tested, 3.4% active; also: potency is read from the fitted curve at half-maximal effect; % is scaled to controls: 0 for no effect and ±100 for the full control effect; nearly all actives have a fitted effect of over 60% in size
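Luminescent ATP read-out (CellTiter-Glo, 10 min) measures survival of drug-selected KB-V1 MDR cells after 72 h, 37 degrees C compound exposure. Medium: phenol-red-free DMEM, 10% FBS. Values from fitted concentration-response curves.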
S2 tox: Viability Counterscreen for Primary qHTS for Inhibitors of ATXN expression; S2 cells (HEK-293 line with an ATXN2-luciferase reporter) viability, CellTiter-Fluor protease fluorescence, 24 h; Potency, µM (doses to about 56.7 µM), actives largely listed as cytotoxic; 400,000 tested, 0.49% active; AID 651635, 2014; also: potency is read from the fitted curve at half-maximal effect; nearly all actives have a fitted effect of over 40% in size
ATXN2 expr inh: Primary qHTS for Inhibitors of ATXN expression | HEK-293 ATXN2-luciferase reporter, luminescence, 24 h | Potency, µM (series often up to 57 µM), inactives show at the highest dose activity change, negative = inhibition, usual class: inhibitors | 360,000 tested, 0.72% active | AID 1745845, 2022; also: potency is read from the fitted curve at half-maximal effect; % is scaled to controls: 0 for no effect and ±100 for the full control effect; nearly all actives have a fitted effect of over 55% in size
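ATXN2-luciferase reporter cells (luciferase flanked by upstream and downstream ATXN2 gene portions) were treated 24 h at 37 °C with compounds at up to 57 uM. SteadyGlo luminescence gave expression; GF-AFC fluorescence gave viability.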
MCF10A rerep: A quantitative high throughput screen for small molecules that induce DNA re-replication in MCF 10a normal breast cells; MCF 10A DNA re-replication, Hoechst nuclear intensity, 48 h; Potency, µM (titrated, usually from 46.1 µM), without a hit: at the top dose activity, positive = re-replication, most hits filed as activators; 350,000 tested, 2.9% active; AID 624296, 2012; also: potency is read from the fitted curve at half-maximal effect; % of control where 0% means no effect; nearly all actives have a fitted effect of over 50% in size
Starred values were filed as active, the others as inactive; i = inactive; u = inconclusive; x = not tested or not shown; [ ] = dose if it differs, or a comment. Unless noted, calls follow the shape of the dose curve; as a rule, active = well fitted curve in the direction sought with a large enough effect; inconclusive = small, poorly fitted or top-dose-only effect, or another doubt; inactive = no such curve, though single readings can be large; an effect the other way counts as inactive or inconclusive.

Each structure is followed by: IL-1B inflam inh, HT1080 IDH1KD tx, SW480 rereplic, KB-3-1 cytotox, HT1080NT lethal, KB-V1 MDR tox, S2 tox, ATXN2 expr inh, MCF10A rerep
O=C1C(NS(=O)(=O)c2cccs2)=C(N2CCN(c3cccc(C(F)(F)F)c3)CC2)C(=O)c2ccccc21
    -24, u, 7%, u, u, u, i, -25%, 12%
Nc1nc(N)nc(-c2ccccc2)n1
    -2, 7%, 0%, 2%, -6%, -12%, i, 5%, 37%
Fc1ccccc1-c1nc2nc3ccccc3nc2n1CC1CCCO1 (stereo unspecified)
    1, 10%, 3%, -12%, 4%, -17%, i, 12%, 20%
Cc1cccc(C2Nc3ccccc3C(=O)N2NC(=O)c2ccc([N+](=O)[O-])cc2)n1 (stereo unspecified)
    -12, 10%, -5%, -1%, 6%, -27%, i, 3%, -1%
CCc1ccc(-n2cnc3cc(C(=O)NCc4ccc(C)cc4)ccc32)cc1
    x, x, x, -13%, x, -12%, u, 0%, x
O=C(COC(=O)C1CC(=O)N(Cc2ccccc2)C1)Nc1ccc(Cl)cc1F (stereo unspecified)
    22, 8%, 2%, 20%, 1%, u, i, 8%[11.3 µM], 0%
O=[N+]([O-])c1cc(Cl)ccc1Sc1ccccn1
    -7, -18%, 0%, 2%, 5%, 19%, i, -12%, 0%
CC[C@@H](C)CN1C(=O)N[C@@H](CCc2ccccc2)C(C(C)=O)=C1C
    10, 7%, -10%, 13%, 6%, -2%, i, 2%, u
C[C@@H]1COC(=O)[C@@H](NC(=O)OCC2c3ccccc3-c3ccccc32)C/C=C\C[C@@H](CC(=O)N(CCO)Cc2ccccc2)C(=O)N1
    -3, -7%, 0%, -6%, -6%, u, u, -19%, 3%
O=C(Nc1ccc(N2CCOCC2)nc1)c1ccc(C(F)(F)F)cc1
    27, -20%, -6%, u, -16%, 8.2µM*, i, -17%, -2%
CN1CCN(/N=C/c2ccc(Cl)c(Cl)c2)CC1
    -4, 13%, -15%, -3%, 0%, -15%, i, 53%[activator], -73%[inhibitor]
CCOc1cc(/C=C2\CN(C)C/C(=C\c3ccc(O)c(OCC)c3)C2=O)ccc1O
    -105*, 4.6µM*, 1.6µM*, 7.3µM*, 4.1µM*, 21µM*, x, 3.2µM*, 0.73µM*
Cc1ccc(C)c(NC(=O)c2cc3ccccc3o2)c1
    9, 1%, -4%, -8%, 2%, -12%, x, x, -2%
CC1CN(C(=S)Nc2ccc(Br)cc2)CC(C)O1 (stereo unspecified)
    -3, -8%, -2%, 6%, -14%, 5%, i, -12%, u
COc1cc(OC)c(OC)cc1CN1CCCC(C(=O)c2sccc2C)C1 (stereo unspecified)
    -6, -11%, -2%, -11%, -20%, -2%, i, -26%, 0%
Nc1nncn1C(=O)c1ccc(Cl)cc1Cl
    32, 0%, -5%, -1%, 1%, 4%, i, -27%, 0%
O=[N+]([O-])c1cc(-c2ccc(/C=N/n3cnnc3)o2)ccc1Cl
    19, -1%, -2%, -7%, -2%, -17%, i, x, 8%
COc1ccc(C(CC(=O)Nc2ccccc2OC)n2cccc2)cc1 (stereo unspecified)
    -4, -6%, 8%, u, -5%, u, i, 7%, u
COc1cccc2sc(N(CCCN(C)C)C(=O)C(c3ccccc3)c3ccccc3)nc12
    -104*, u, u, u, 21µM*, u, x, 22µM*, u
CC1=C(C(N)=O)C(c2ccc(Br)cc2)n2ncnc2N1 (stereo unspecified)
    -2, 9%, -14%, 1%, 13%, 23%, i, x, 2%
O=C(NCC1CCCN1S(=O)(=O)c1cccs1)c1c(F)cccc1F (stereo unspecified)
    1, 5%, 0%, -6%, 7%, -5%, i, 5%, 1%
O=C(CCNC(=O)C1CCN(S(=O)(=O)c2ccccc2)CC1)NCc1ccccn1
    8, 3%, -11%, -33%, 19%, u, i, 12%, -4%
O=C(Nc1nnc(Cc2ccc(Cl)cc2)s1)c1ccncc1
    12, u, -28%, 4%, -10%, -1%, i, x, -6%
COc1ccc(-c2nnc(SCC(=O)Nc3ccc4c(c3)OCCO4)n2N)cc1OC
    12, 1%, -3%, 9%, 2%, 20%, i, 14%, -1%
COc1ccc(CCNC(=O)CN2CCN(Cc3ccc(F)cc3)C2=O)cc1OC
    -4, 7%, -9%, 5%, 15%, 0%, i, -7%, 9%
COC(=O)c1cc2ccc(OC)cc2c2cc(OC)c(OC)cc12
    -61*, -14%, 24%, 0%, -14%, 0%, u, u, -26%
CCOC(=O)[C@@H]1[C@H]2COc3cc(OC)ccc3[C@@H]2N2C(=O)N(c3cccc(C)c3)C(=O)[C@@]12C
    -5, 14%, -4%, 3%, 4%, -8%, i, 10%, u
Cc1c(S(=O)(=O)N2CCN(c3ccccc3)CC2)c(=O)n(C)c(=O)n1C
    27, 3%, -25%, 2%, -6%, -4%, i, -9%, -20%
CC1=CCC(C(=O)O)C(C(=O)NC2CCCCC2)C1 (stereo unspecified)
    0, 1%, 7%, 11%, -3%, 5%, i, -1%, -2%
CCCCNC(=O)CN1C(=O)NC2(CCOc3ccccc32)C1=O (stereo unspecified)
    3, -1%, 11%, 8%, 8%, 7%, i, 18%, 0%
Cc1ccc(OCC(O)CN2CCc3ccccc3C2)c(C)c1 (stereo unspecified)
    -1, -7%, -4%, -4%, -10%, 4%, i, x, 2%
O=C(Nc1ncc(Cc2ccc(SC(F)F)cc2)s1)c1ccc(OC(F)F)cc1
    22, 0.046µM*, u, 0.21µM*, 0.073µM*, 0.33µM*, u, u, u
COc1ccc2c(c1)O/C(=C\c1ccccc1C)C2=O
    -4, 1%, -1%, -6%, 11%, -22%, i, 18%, u
C=C1CCN([C@@H](C)C(=O)NCc2ccc(Cl)cc2)S(=O)(=O)c2ccccc21
    21, -17%, u, -4%, -4%, -26%, i, -11%, 6%
Cc1nn(Cc2ccc(C(=O)N/N=C/c3ccncc3)o2)c(C)c1Cl
    8, u, -15%, 9%, -5%, -17%, i, -17%, 2%
CCc1cccc(NC(=O)C2CCCN(S(=O)(=O)c3ccc4[nH]c(=O)ccc4c3)C2)c1 (stereo unspecified)
    7, 0%, u, -10%, -1%, u, i, 5%, 4%
Cc1ccccc1OCC(=O)Nc1cc(Cl)ccc1Oc1ccccc1
    27, 6%, -5%, 3%, 7%, -26%, i, 9%, u
COc1ccc(CNC(=O)c2nc(SC(C)C)ncc2Cl)cc1
    x, x, x, u, x, 6%, i, -13%, x
Cc1oc(S(=O)(=O)N(C)C)cc1C(=O)Nc1ccc(Cl)cc1
    -20, 16%, -14%, 2%, 9%, -15%, u, x, -2%
O=C(NCC(c1cccs1)N1CCOCC1)c1cc(Cl)ccc1[N+](=O)[O-] (stereo unspecified)
    5, 16%, u, -7%, 2%, -7%, i, -19%, 2%
COc1ccc(C(=O)NNC(=O)c2ccc(F)c(S(=O)(=O)N3CCOCC3)c2)cc1
    19, 0%, -1%, 9%, -5%, -2%, i, -5%, -3%
COc1cc2cc(CCCOC(=O)c3ccco3)oc(=O)c2cc1OC
    0, 0%, -4%, -12%, 6%, -8%, i, -5%, 9%
CCOc1ccc2c(c1)c(=O)c(S(=O)(=O)c1ccc(C)cc1)cn2CC
    u, -11%, u, 0%, -1%, 12%, i, -3%, -1%
O=C(COc1ccccc1)NCCSCc1ccccc1Cl
    14, 7%, -4%, 10%, 5%, 1%, i, 48%, u
CCn1c(SCC(=O)NCC2CCCO2)nc2cc(S(=O)(=O)N3CCCCC3)ccc21 (stereo unspecified)
    41, -10%, -4%, 16%, 0%, -28%, i, 6%, 4%
O=C(CNc1cccc2ccccc12)N/N=C/c1ccc(OC(=O)/C=C/c2ccco2)cc1
    -2, 0%, 3%, 13%, -3%, 21%, i, -15%, 21%
CC(=O)N(/N=C1\Sc2ccccc2C1=O)c1ccccc1
    14, 2%, 0%, 4%, -2%, 6%, i, 54%[activator], 6%
COc1cc(NS(=O)(=O)c2ccc(NC(=O)CCC(=O)O)cc2)nc(OC)n1
    -10, 5%, u, -8%, -22%, -7%, u, 3%, u
O=[N+]([O-])c1ccc(S(=O)(=O)c2cccc(C(F)(F)F)c2)nc1
    -102*, 7.3µM*, 4.1µM*, u, 10µM*, u, 16µM*, u, 5.2µM*
CCOC(=O)Cc1csc(NC(=O)Nc2ccccc2)n1
    -69*, u, -3%, -9%, 0%, u, i, 32%, 23%
CCc1nc2ccc(C(=O)NCCNC(C)=O)cn2c1N(CC)CCOC
    7, 27%, x, 0%, 11%, 4%, i, 3%, x
CCC(=O)N1CCc2cc(S(=O)(=O)NCCN3CCC(C)CC3)ccc21
    u, -2%, u, 0%, -3%, -27%, i, 16%, u
COc1ccc(CC(=O)NCCc2sc(-c3cccc(F)c3)nc2C)cc1
    x, x, x, -24%, x, -1%, i, -22%, x
COC(=O)c1cc(=O)[nH]c(SCc2cccc(C)c2)n1
    13, -1%, -16%, 18%, 1%, 4%, i, 6%, 7%
Cc1ccc(S(=O)(=O)N(C)CC(=O)OCC(=O)NC(=O)NC(C)C)cc1
    7, 12%, 2%, 11%, 2%, 34%, i, -4%, 1%
Cc1cccc(NC(=O)c2cc(S(=O)(=O)N(C)c3ccc(F)cc3)ccc2Cl)n1
    u, -11%, 2%, -9%, -6%, u, u, -13%, u
